# IL2 activator – IL-2 activation. IL-2 activation reporter assay, cell-based qHTS; stimulated with anti-CD3/CD4/CD28 beads; in transgenic mouse T cells. activation, % (series mostly up to about 46 µM). 360,000 compounds, 0.065% hits; in the data active = activation above about 50%; inconclusive = mostly about 30% to 49%; note: 0% is about no effect
#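 First, unstimulated transgenic mouse T cells were exposed to compound for 60 min. Next, anti-CD3/anti-CD4-coated beads with anti-CD28 were added. Finally, after 18 h at 37 degrees C, EGFP and DsRed were imaged.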
# TGFb inhibitor – inhibitors of TGF-b signaling. Potency, µM (top dose mostly 46.1 µM), inactives show at the top dose activity, negative = inhibition, actives largely listed as inhibitors. AID 588855. HepG2 CAGA-GFP TGF-b/SMAD3 reporter, GFP fluorescence, 18 h; TGF-beta stimulated, 500 pg/mL final. 410,000 compounds, 1.2% hits; note: potency is the fitted concentration of half-maximal effect; % is set by controls: 0 for no effect and ±100 for the full control effect; nearly all actives have a fitted effect of over 65% in size
#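 TGF-beta reporter screen: HEPG2 CAGA-GFP, 1% FBS, 500 pg/mL TGF-beta final, 18 h; per-cell GFP summed per well; curves fitted and categorized by class.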
# Nrf2 activator – activators of Nrf2 (ARE) signaling | 410,000 compounds, 0.31% hits | AID 624171 | Potency, µM (doses to about 46.1 µM), for the others: at the top dose activation, usual class: activators | AREc32 ARE-luciferase reporter (MCF7-derived line), luminescence, 24 h; note: potency is the fitted concentration of half-maximal effect; % of control where 0% means no effect; nearly all actives have a fitted effect of over 65% in size
#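 Nrf2 activation is followed as ARE-luciferase induction in the AREc32 line after one day of compound treatment; luminescence is read with Steady-Glo.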
# A549 viability – A549 cytotoxicity, counter-screen for Nrf2 inhibitors | AID 504648 | A549 ARE-Fluc cells, CellTiter-Fluor viability, 18-24 h | 390,000 compounds, 0.16% hits | Potency, µM (doses to about 46 µM), inactives show at the top dose activity change, negative = cytotoxicity, usual class: inhibitors; note: potency is the fitted concentration of half-maximal effect; % is set by controls: 0 for no effect and ±100 for the full control effect
#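 A549 ARE_Fluc cells in 5% FBS OPTI-MEM were exposed to compounds in concentration-response for 18-24 h at 37 deg C. Viability was read by CellTiter-Fluor fluorescence (Ex 405/Em 525) after 30 min, before the luciferase read.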
# Nrf2 block – inhibitors of Nrf2 signaling; A549 ARE-Fluc reporter, luciferase luminescence, 18-24 h; Potency, µM (highest dose often 46 µM), inactives show at the highest dose activity change, negative = inhibition, actives largely listed as inhibitors; 360,000 compounds, 2.1% hits; AID 504444; note: potency is the fitted concentration of half-maximal effect; % is set by controls: 0 for no effect and ±100 for the full control effect; nearly all actives have a fitted effect of over 60% in size
#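 A549 ARE_Fluc cells (5000/well, 5% FBS OPTI-MEM) pre-incubated 2 h, then treated with compounds 18-24 h at 37C/5% CO2 in concentration-response. CellTiter-Fluor viability read first; BugLite luciferase luminescence after 15 min at room temperature gives Nrf2 activity.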
# EPAC2 agonist – activates human EPAC2 exchange factor. EPAC2 activation, biochemical qHTS; response scale: 100% = 6.5 mM cAMP response. Q8WZA2. AID 720711. Potency, µM (titrated, usually from 154 µM), inactives show at the top dose activation, usual class: activators. 360,000 compounds, 0.079% hits; note: potency is the fitted concentration of half-maximal effect; nearly all actives have a fitted effect of over 50% in size
# Target sequence (Q8WZA2 whole entry, looked up): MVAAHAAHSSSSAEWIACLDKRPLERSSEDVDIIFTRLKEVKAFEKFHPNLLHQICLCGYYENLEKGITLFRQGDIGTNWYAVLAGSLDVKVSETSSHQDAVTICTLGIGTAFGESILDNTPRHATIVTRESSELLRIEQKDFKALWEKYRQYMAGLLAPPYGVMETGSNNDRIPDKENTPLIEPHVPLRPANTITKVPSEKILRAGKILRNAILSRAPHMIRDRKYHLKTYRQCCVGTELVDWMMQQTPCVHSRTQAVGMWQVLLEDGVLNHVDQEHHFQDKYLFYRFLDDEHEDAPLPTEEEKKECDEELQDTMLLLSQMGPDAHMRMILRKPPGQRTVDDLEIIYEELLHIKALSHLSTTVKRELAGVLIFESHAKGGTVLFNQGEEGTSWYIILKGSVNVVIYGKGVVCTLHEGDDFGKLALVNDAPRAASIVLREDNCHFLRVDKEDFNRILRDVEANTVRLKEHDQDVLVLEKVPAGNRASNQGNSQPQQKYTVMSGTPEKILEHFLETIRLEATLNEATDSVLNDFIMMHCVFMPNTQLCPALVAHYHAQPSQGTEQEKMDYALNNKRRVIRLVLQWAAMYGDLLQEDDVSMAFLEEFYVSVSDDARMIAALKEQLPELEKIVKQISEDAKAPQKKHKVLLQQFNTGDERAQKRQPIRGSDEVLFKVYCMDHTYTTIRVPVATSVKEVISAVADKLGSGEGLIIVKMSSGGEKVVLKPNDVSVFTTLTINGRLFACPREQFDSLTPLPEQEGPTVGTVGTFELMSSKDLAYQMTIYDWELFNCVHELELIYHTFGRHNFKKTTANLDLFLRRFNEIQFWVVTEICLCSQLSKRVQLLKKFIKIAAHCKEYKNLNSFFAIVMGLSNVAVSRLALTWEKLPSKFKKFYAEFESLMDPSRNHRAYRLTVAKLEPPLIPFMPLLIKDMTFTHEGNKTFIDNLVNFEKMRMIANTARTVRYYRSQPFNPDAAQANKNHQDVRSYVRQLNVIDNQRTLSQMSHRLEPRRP
#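 Each well held 100 nM EPAC2, 250 nM RAP1B-BODIPY-GDP and 50 uM GDP. Fluorescence, read at 5-min intervals to 30 min, was referenced to a 6.5 mM cAMP positive control.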
# HepG2 viability – counter-screen for TGF-b inhibitors: cytotoxicity in HepG2 cells | HepG2 CAGA-GFP viability, ATP luminescence, 18 h | Potency, µM (highest dose often 46.1 µM), for inactives: at the top dose activity change, negative = cytotoxicity, most hits filed as cytotoxic | 410,000 compounds, 0.76% hits | AID 588856; note: potency is the fitted concentration of half-maximal effect; some results filed as inactive show a strong effect at the top dose
#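 CellTiter-Glo luminescence gave cytotoxicity after 18 hours at 37 degrees C. The cells were HepG2 CAGA-GFP in 1% FBS DMEM, stimulated with 500 pg/mL TGF-beta after compound addition. %Activity was normalised to no-cell wells (complete cell-killing) and DMSO (no toxicity), and curves were fitted and classified.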
# ATXN2 expr inh – ATXN2 expression inhibition; Potency, µM (highest dose often 57 µM), for inactives: at the highest dose activity change, negative = inhibition, hits mostly inhibitors; AID 1745845; 360,000 compounds, 0.72% hits; HEK-293 ATXN2-luciferase reporter, luminescence, 24 h; note: potency is the fitted concentration of half-maximal effect; % is set by controls: 0 for no effect and ±100 for the full control effect; nearly all actives have a fitted effect of over 55% in size
#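 ATXN2-luciferase reporter cells (luciferase flanked by upstream and downstream ATXN2 gene portions) were treated 24 h at 37 °C with compounds at up to 57 uM. SteadyGlo luminescence gave expression; GF-AFC fluorescence gave viability.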
# S2 tox – cell viability loss in ATXN counter-screen | S2 cells (HEK-293 line with an ATXN2-luciferase reporter) viability, CellTiter-Fluor protease fluorescence, 24 h | Potency, µM (highest dose often 56.7 µM), hits mostly cytotoxic | 400,000 compounds, 0.49% hits; note: potency is the fitted concentration of half-maximal effect; nearly all actives have a fitted effect of over 40% in size
# Numbers without * were called inactive; i = inactive; ? = inconclusive; . = not tested or not shown; & = joins results of further samples; [ ] = another dose, or the depositor's remark. Unless noted, calls come from the whole dose curve; as a rule, active = well fitted curve in the direction sought with a large enough effect; inconclusive = small, poorly fitted or top-dose-only effect, or another doubt; inactive = no such curve, though single readings can be large; an effect the other way counts as inactive or inconclusive.
No.	smiles	IL2 activator	TGFb inhibitor	Nrf2 activator	A549 viability	Nrf2 block
1	C/C(=N\NC(=O)Cc1ccccc1)c1cccnc1	2.5	-4%	0.0%	-7%	-10%
2	O=C1c2[nH]nc(-c3ccccc3O)c2C(c2ccc(F)cc2)N1CC1CCCO1 (stereo not given)	-2.5	-11%	4.5%	-5%	-2%
3	NC(=O)c1ccccc1NC(=O)/C=C/C(=O)O	4.4	1%	-0.4%	-5%	-1%
4	Cc1ccc(NC(=O)CSc2cn(CC(=O)N3CCCCCC3)c3ccccc23)cc1	.	-2%	-1.1%	0%	.
5	COc1ccc(CN(C(=O)c2cc(=O)c3cc(C)cc(C)c3o2)C2CCS(=O)(=O)C2)cc1 (stereo not given)	3.4	0%	2.1%	5%	-27%
6	CN(Cc1ccccc1)C(=O)c1[nH]cnc1C(=O)NCCCCCNC(=O)OC(C)(C)C	-0.8	-15%	3.3%	8%	-19%
7	O=C(c1ccc(C(=O)N2CCCc3ccccc32)s1)N1CCCc2ccccc21	1.8	?	-0.4%	2%	?
8	O=C(CCn1c(=O)c2ccccc2n(CC(=O)NC2CCCC2)c1=O)NCCc1ccc(Cl)cc1	-1.1	-1%	-0.2%	-9%	-5%
9	Cc1cccc(-c2nc(CS(=O)CC(=O)NCC3CCCO3)c(C)o2)c1 (stereo not given)	-1.3	2%	2.3%	-22%	-23%
10	Cc1cccc(NS(=O)(=O)c2ccc3c(c2)OCCO3)c1	-3.7	-4%	-0.7%	0%	?

No.	EPAC2 agonist	HepG2 viability	ATXN2 expr inh	S2 tox
1	6%	-13%	8%	i
2	-3%	-34%	0%	i
3	-4%	12%	-2%	i
4	.	-2%	0%	i
5	9%	0%	.	i
6	-5%	-11%	-12%	i
7	14%	-5%	-9%	?
8	-3%	1%	-5%	i
9	3%	-12%	-4%	?
10	3%	-1%	4%	i

# (further entries)
No.	smiles	IL2 activator	TGFb inhibitor	Nrf2 activator	A549 viability	Nrf2 block
11	COc1ccccc1N(C)S(=O)(=O)c1ccc(C(=O)Nc2ccc(C)cc2C)cc1	0.2	-13%	2.3%	2%	-26%
12	O=C(O)c1cc(N=Cc2c(O)c3ccccc3oc2=O)ccc1O	-2.2	-4%	0.2%	-16%	?
13	Cc1ccccc1-c1ccc(C(=O)NCc2ccccc2)o1	-0.5	2%	7.2%	-2%	14%
14	CCCCNC(=O)C1c2ccccc2OCC(=O)N1Cc1ccc2c(c1)OCO2 (stereo not given)	-0.1	.	0.6%	.	.
15	CCc1[nH]nc(C(=O)N2CCCC(CO)(Cc3ccc(F)cc3F)C2)c1C (stereo not given)	-3.8	-3%	2.5%	-9%	-2%
16	CCn1cc(C(=O)NCc2ccc(Cl)cc2)c(=O)c2cc(S(=O)(=O)N3CCc4ccccc4C3)ccc21	.	?	-0.1%	11%	6%
17	CN(Cc1ccncc1)C1CC(=O)N(c2ccc(Cl)cc2)C1=O (stereo not given)	-1.5	-4%	-0.2%	4%	.
18	O=C(Nc1ccc(F)cc1)Nc1nnc(SCC(=O)N2CCCCC2)s1	.	3%	-0.2%	-2%	.
19	Cc1ccc(C(=O)NNC(=O)c2ccccc2)cc1S(=O)(=O)N1CCCCC1	0.1	-15%	-0.8%	-6%	-8%
20	OCCOCCNc1ncnc2nc[nH]c12	0.6	0%	-1.0%	1%	6%

No.	EPAC2 agonist	HepG2 viability	ATXN2 expr inh	S2 tox
11	3%	0%	1%	i
12	-12%	4%	-7%	i
13	17%	0%	31%[activator]	i
14	5%	.	-7%	i
15	-4%	-3%	2%	i
16	.	-2%	-6%	i
17	-2%	-37%	6%	i
18	.	4%	.	.
19	-1%	-9%	.	i
20	4%	-17%	-1%	i

# (listing goes on)
No.	smiles	IL2 activator	TGFb inhibitor	Nrf2 activator	A549 viability	Nrf2 block
21	COc1ccc(/C=C2\CCCCC2=O)cc1	-1.2	-4%	13%	3%	11%
22	CS(=O)(=O)c1ccc(Cl)c(NC(=O)c2cccc(N3C(=O)CCC3=O)c2)c1	-6.1	?	0.0%	0%	-7%
23	CC(=O)c1cccc(NC(=O)CCS(=O)(=O)c2cccc3nonc23)c1	1.8	-5%	5.0%	2%	-7%
24	COC(=O)c1cc(S(=O)(=O)NC2CCCCC2)cn1C	1.9	6%	0.1%	-11%	-10%
25	O=C(O)c1cc(Sc2ccc(Br)cc2)nc2ccccc12	3.0	-23%	-0.1%	-6%	?
26	C(=N\n1cnnc1)/c1ccc2c(c1)OCCO2	-1.4	-19%	0.3%	12%	13%
27	C=CCn1c2ccccc2c2nnc(SCC(N)=O)nc21	-0.2	5%	0.0%	-4%	-2%
28	Cc1ccc(-c2nc3ccc(Cl)cc3c(=O)n2O)cc1	-0.6	-12%	-0.2%	2%	2%
29	C[C@H](CO)N1C[C@H](C)[C@@H](CN(C)C)Oc2c(NC(=O)CCCCCC(=O)Nc3ccccc3N)cccc2C1=O	-1.8	?	?	-1%	14%
30	Cc1ccc(C(=O)c2c3ccccc3[n+]([O-])n2[C@@H](C)C(N)=O)cc1	0.3	4%	19%	-15%	14%

No.	EPAC2 agonist	HepG2 viability	ATXN2 expr inh	S2 tox
21	6%	-53%	4%	i
22	2%	-3%	-9%	i
23	3%	-5%	4%	i
24	-1%	-6%	.	i
25	-6%	-3%	.	.
26	6%	-12%	7%	i
27	-1%	1%	-4%	i
28	-1%	-22%	3%	i
29	-3%	-20%	13%	i
30	4%	-21%	23%	?

# Going on with the list.
No.	smiles	IL2 activator	TGFb inhibitor	Nrf2 activator	A549 viability	Nrf2 block
31	O=S(=O)(c1ccc(OC(F)(F)F)cc1)N1CCCC(c2ccccc2)C1 (stereo not given)	1.0	-24%	-0.4%	4%	-6%
32	O=C1CC(/C=C/c2ccccc2)(C(=O)NC2CCCC2)N1c1ccc(S(=O)(=O)N2CCCC2)cc1 (stereo not given)	-0.5	11%	-0.6%	-9%	-9%
33	CCC(=O)N1CCN(c2ccc(NC(=O)COc3ccccc3[N+](=O)[O-])cc2)CC1	0.4	-6%	-0.6%	-8%	?
34	COC(=O)c1ccc(CNC(=O)COC(=O)c2cccs2)cc1	-0.6	10%	3.8%	-3%	3%
35	CN(C)Cc1c(C(=O)N/N=C/c2ccco2)nnn1-c1nonc1N	-0.4	2%	0.4%	4%	-19%
36	N#Cc1ccsc1NC(=O)COC(=O)CCS(=O)(=O)c1ccccc1	-0.4	-5%	0.2%	5%	3%
37	O=C1c2ccccc2S(=O)(=O)N1Cc1cc(=O)n2ccsc2n1	0.3	14%	0.0%	-2%	4%
38	CC(C)c1nc2sc3c(NCc4ccccc4)ncnc3c2c2c1COC(C)(C)C2	-0.3	4%	0.4%	-9%	-23%
39	COc1ccc(CN(CC(=O)NCC2CCCO2)C(=O)CCC(=O)Nc2cc(C)on2)cc1 (stereo not given)	-3.1	-3%	-0.3%	-13%	-17%
40	CC(C)CC1=NN(C(=O)c2ccco2)C(O)(C(F)(F)F)C1 (stereo not given)	-3.4	-2%	-0.6%	-6%	-1%

No.	EPAC2 agonist	HepG2 viability	ATXN2 expr inh	S2 tox
31	3%	-17%	.	i
32	-4%	-17%	6%	i
33	3%	-13%	.	i
34	3%	12%	7%	?
35	15%	-1%	-4%	i
36	5%	-13%	2%	i
37	7%	-3%	-5%	i
38	-16%	-6%	-10%	i
39	3%	-5%	-9%	i
40	9%	0%	-7%	i

# The list goes on; the last 5 above are carried over.
No.	smiles	IL2 activator	TGFb inhibitor	Nrf2 activator	A549 viability	Nrf2 block
36	N#Cc1ccsc1NC(=O)COC(=O)CCS(=O)(=O)c1ccccc1	-0.4	-5%	0.2%	5%	3%
37	O=C1c2ccccc2S(=O)(=O)N1Cc1cc(=O)n2ccsc2n1	0.3	14%	0.0%	-2%	4%
38	CC(C)c1nc2sc3c(NCc4ccccc4)ncnc3c2c2c1COC(C)(C)C2	-0.3	4%	0.4%	-9%	-23%
39	COc1ccc(CN(CC(=O)NCC2CCCO2)C(=O)CCC(=O)Nc2cc(C)on2)cc1 (stereo not given)	-3.1	-3%	-0.3%	-13%	-17%
40	CC(C)CC1=NN(C(=O)c2ccco2)C(O)(C(F)(F)F)C1 (stereo not given)	-3.4	-2%	-0.6%	-6%	-1%
41	Cc1ccc(NS(=O)(=O)c2cccc([N+](=O)[O-])c2)nc1	0.1	34%	-0.5%	0%	-1%
42	O=C(O)/C=C\C(=O)Nc1cccc(NC(=O)c2ccccc2)c1	-0.9	-1%	0.0%[9.22 µM]	0%	-1%
43	Cc1ccc(CNC(=O)c2cccnc2Cl)cc1	-0.1	0%	2.6%	3%	5%
44	COc1ccc(-c2ccc3nnc(SCC(=O)NCC4CCCO4)n3n2)cc1 (stereo not given)	-0.4	8%	2.6%	-8%	7%
45	COC(=O)c1ccc(CSc2nc3c(c(=O)[nH]2)CCC3)cc1	-0.5	-3%&-2%	0.6%&0.3%	4%	-12%
46	COc1ccc(Br)cc1-c1noc(-c2ccccc2F)n1	2.5	-9%	8.5%	1%	9%
47	O=C(NCc1ccco1)c1ccc(N2CCCCC2)c([N+](=O)[O-])c1	-4.0	2%	0.8%	0%	1%

No.	EPAC2 agonist	HepG2 viability	ATXN2 expr inh	S2 tox
36	5%	-13%	2%	i
37	7%	-3%	-5%	i
38	-16%	-6%	-10%	i
39	3%	-5%	-9%	i
40	9%	0%	-7%	i
41	15%	5%	17%	i
42	7%	4%	7%	i
43	13%	-12%	3%	i
44	-2%	7%	0%	i
45	5%	-3%&1%	8%&3%	i
46	5%	0%	7%	i
47	5%	6%	14%	i

# Bioassay records (PubChem BioAssay)
